# PGE2 EP2 inh = EP2 receptor (human) inhibition; P43116; AID 1422; actives 0.52% (n = 260,000); C6 glioma cells expressing human EP2, cAMP TR-FRET; cells stimulated with saturating PGE2; inhibition, % at 25 µM;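 active means percent inhibition above 40 after rounding to a whole number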;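 further: rat C6 glioma host cells with rolipram phosphodiesterase inhibitor present; the protocol text gives 20 µM as final concentration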
# Target sequence (P43116 whole entry, looked up): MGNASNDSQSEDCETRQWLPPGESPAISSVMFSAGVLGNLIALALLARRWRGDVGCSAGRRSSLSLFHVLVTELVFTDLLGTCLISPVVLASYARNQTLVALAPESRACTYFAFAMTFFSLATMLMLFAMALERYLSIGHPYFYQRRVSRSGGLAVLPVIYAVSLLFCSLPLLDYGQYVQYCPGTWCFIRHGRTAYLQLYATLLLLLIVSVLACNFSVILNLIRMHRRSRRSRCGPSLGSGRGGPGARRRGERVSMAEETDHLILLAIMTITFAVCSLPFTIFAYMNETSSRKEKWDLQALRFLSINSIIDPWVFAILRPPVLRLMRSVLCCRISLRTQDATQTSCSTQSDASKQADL
# EP2 modulator = modulates human prostaglandin E2 receptor EP2 signaling; induction, % at 25 µM; EP2-expressing cells, cAMP HTRF FRET, PGE2 co-stimulation; actives 0.83% (n = 260,000); P43116;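 active means compounds whose cAMP rise, as percent of the full-agonist control response, exceeds 60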;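 further: rat C6 glioma line stably carrying human EP2 under a CMV promoter; the protocol text gives 20 µM as final concentration; 100% = response of wells given 1 µM PGE2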
# * hit, by the source's call; & = joins results of further samples. Only part of the results is shown; count on the stated rates, not on these rows.
SMILES,PGE2 EP2 inh,EP2 modulator
CCC(c1nnnn1CCOC)N(Cc1cc2ccc(OC)cc2[nH]c1=O)C1CCCC1 (centres undefined),19,-17
CCOc1ccc2[nH]c(C(=O)N3CCC(OCc4ccccc4)CC3)c(C)c2c1,11,-89
O=c1[nH]c2cc3c(cc2cc1CN(Cc1cccs1)Cc1nnnn1C1CCCCC1)OCCO3,4,18
CCCOc1cccc(/C(O)=C2/C(=O)C(=O)N(Cc3cccnc3)C2c2cccnc2)c1 (centres undefined),7,-19
CCCN1C[C@H](NC(=O)c2ccc3c(c2)OCO3)[C@@H](c2ccc(OC)cc2)C1,2,-3
Cc1ccccc1NC(=O)Cc1cccs1,8,-32
CCCC(c1nnnn1Cc1ccccc1)N(Cc1cc2cc(C)cc(C)c2[nH]c1=O)C1CCCC1 (centres undefined),9,22
COc1ccccc1NC(=O)c1sc(NC(=O)c2cccc(F)c2)c(C#N)c1C,23,34
CC(C(=O)N1CCCC1c1nc2ccccc2[nH]1)n1ncc2ccccc2c1=O (centres undefined),7,-42
Cc1ccc(C2(O)CCN(Cc3[nH]c4ccccc4c3C)CC2)cc1,16,-107
O=C(NCc1ccncc1)c1cccc2ccccc12,4,-28
Nc1cc(-c2cccs2)nn(CC(=O)Nc2ccccc2)c1=O,8,-127
CCOC(=O)CSc1nc2c(c(=O)n(C)c(=O)n2C)n1Cc1ccccc1,5,16
O=C1C(=O)N(CCOCCO)C(c2cccnc2)/C1=C(/O)c1ccc(Cl)cc1 (centres undefined),10,13
Cc1c(S(=O)(=O)N2CCCCC2)cc(Cl)cc1S(=O)(=O)N1CCCCC1,7,-1
COc1ccc(OC)c(-c2csc(N(CCCN3CCOCC3)C(=O)c3cccc(C)c3)n2)c1,8,6
N#Cc1ccccc1NC(=O)CSc1ncn(N)n1,8,-27
O=C(NCCNC(=O)c1ccccc1F)c1ccco1,9,-18
Fc1ccc(-n2c(SCc3cccnc3)nnc2-c2ccncc2)cc1,8,13
COc1cc(OC)cc(C(=O)Nc2ccc(N3CCN(S(C)(=O)=O)CC3)cc2)c1,17,-37

# Among those listed so far, 2 contain a cyano group.
SMILES,PGE2 EP2 inh,EP2 modulator
COc1ccccc1NC(=O)c1sc(NC(=O)c2cccc(F)c2)c(C#N)c1C,23,34
N#Cc1ccccc1NC(=O)CSc1ncn(N)n1,8,-27

# Later entries:
SMILES,PGE2 EP2 inh,EP2 modulator
CC(=O)Nc1ccc(C(O)CN2CCC(O)(c3ccc4c(c3)OCO4)CC2)cc1 (centres undefined),7,-30
O=C(CN1CCC(c2ccncc2)CC1)Nc1nccs1,7,-103
Nc1nc(/C(=C/CC(=O)O)C(=O)N[C@@H]2C(=O)N3C(C(=O)O)=CCS[C@H]23)cs1,15,32
Cc1sc(NC(=O)COc2ccccc2Cl)c(C(N)=O)c1C,10,-5
CC[n+]1cn(CCn2c[n+](CC)c3ccc(Cl)cc32)c2cc(Cl)ccc21,6,13
COc1cc(NC(=O)CSc2nc(C(C)C)nc3ccccc23)cc(OC)c1,13,-33
COc1ccc(C2(O)CCN(CCNC(=O)C3CCCCC3)CC2)cc1,7,-21
O=C(NNC(=O)c1cccs1)c1ccc(F)cc1,7,-8
CCCC(=O)Nc1nnc(C2CCCC2)s1,2,-16
Cc1cccc(OCC(=O)Nc2ccc3oc(=O)ccc3c2)c1C,6,-10
Cc1ccc2c3c(c(SCC(=O)NCc4ccco4)nc2c1)CCCC3,7,43
CCC(CN1CCCCC1)NC(=O)Cc1sc(C)nc1-c1ccc(F)cc1 (centres undefined),4,-3
N#Cc1c(NC(=S)NC(=O)c2cccnc2)sc2c1CCCCC2,7,-20
CC1CCCCC1N1CCN(C(=O)c2cccc3ccccc23)CC1 (centres undefined),13,-97
CCc1nc2sc3c(c2c2nnc(SCC(=O)Nc4c(C)cccc4C)n12)CCCC3,5,19
CC(C)NC(=O)CN1CCN(c2cccc3c2C(=O)c2ccccc2C3=O)CC1,8,-24
Cc1cc(F)ccc1S(=O)(=O)Nc1ccc2oc(=O)sc2c1,7,-61
CCc1nc(SCC(=O)NC(C)(C)C)c2c(C)c(C)sc2n1,7,-46
CO[C@@H]1/C=C\O[C@]2(C)Oc3c(C)c(O)c4c(O)c(cc(O)c4c3C2=O)NC(=O)C(C)=C/C=C\[C@H](C)[C@@H](O)[C@H](C)[C@H](O)[C@H](C)[C@H](OC(C)=O)[C@@H]1C,45*,38
CCN1CCCc2cc(CN3CCc4c(nc(C)[nH]c4=O)C3)ccc21,8,-29
COc1cc(C2NC(=S)NC(C)=C2C(=O)Nc2cc(Cl)ccc2C)cc(OC)c1OC (centres undefined),13,-6
CC(NC(=O)/C(=C\c1cccs1)NC(=O)c1ccccc1)C(=O)O (centres undefined),12,-74
CS(=O)(=O)N1CCCc2cc(C(O)CN3CCc4ccccc4C3)ccc21 (centres undefined),4,-63
CCc1cccc(N(C(=O)c2csnn2)C(C(=O)NC(C)(C)C)c2sccc2C)c1 (centres undefined),8,20
CN(C)/C=C/c1c(Br)cncc1[N+](=O)[O-],15,-65
Cc1ccc2cc(CN(Cc3cccs3)Cc3nnnn3C(C)(C)C)c(=O)[nH]c2c1C,7,-7
CCN(CC)c1nc2c(c(=O)[nH]c(=O)n2C)n1Cc1cccc(C)c1,9,-6
COc1ccc(C2(O)CCN(CC(O)c3ccc4ccccc4c3)CC2)cc1 (centres undefined),8,-89
Cc1nn(C)cc1S(=O)(=O)NCc1cnc2ccccc2c1,6,-36
Cc1cc(C)cc(N(C(=O)c2csnn2)C(C(=O)NC2CCCC2)c2ccco2)c1 (centres undefined),4,11
CCOc1cccc(C(=O)Nc2nc3ccc(NC(C)=O)cc3s2)c1,17,-77
Nc1nc(N)[n+]([O-])c(N)c1NCO,12,1
O=C(OC(C(=O)NC1CCCCC1)c1ccc(F)cc1)c1cccs1 (centres undefined),14,19
C=CCn1c(SCC(=O)OCC)nc2c1c(=O)n(C)c(=O)n2C,12,-54
Cc1cc2cc3c(nc2cc1C)OCC(=O)N(Cc1cccnc1)C3,14,-12
O=C(O)[C@@H](O)[C@@H](O)[C@H](O)C(=O)CO,9,8
CCOc1ccc2[nH]c(=O)c(CN(Cc3ccco3)C(=S)Nc3ccc(C)cc3)cc2c1,7,-29
Cc1ccccc1NC(=O)CN1CCCC1,13,7
Nc1c(C(=O)Nc2ccccc2Cl)sc2nc3cc4c(cc3cc12)OCCO4,15,-46
CC(C)Oc1cccc(C(=O)Nc2cccc(NC(=O)c3ccco3)c2)c1,24,-70
COC(=O)Cn1cc(C(C)=O)c2ccccc21,16,-11
O=C(Cn1cnc2c(cnn2-c2ccccc2Cl)c1=O)N1CCCCC1,7,-32
O=C(NCCCCCO)C(=O)Nc1ccc2c(c1)OCO2,6,-22
CCOc1ccc2[nH]c(=O)c(CN(Cc3ccco3)S(=O)(=O)c3ccc(OC)cc3)cc2c1,18,-104
CCn1c(=O)oc2cc(S(=O)(=O)N(Cc3ccccn3)C3CC3)c(Cl)cc21,11,-43
N#Cc1c(NC(=O)c2cc(-c3ccccc3Cl)on2)sc2c1CCC2,14,-26
CCc1cc2ccc(C)c(C)c2nc1SCC(=O)Nc1c(C)[nH]c(=O)[nH]c1=O,13,11
CC(=O)O[C@H]1CC[C@]2(C)C3CC(=O)[C@]4(C)C(C(C)=O)=CCC4C3CC[C@H]2C1 (some centres undefined),12,48
Cn1c2c(c(=O)n(C)c1=O)CN(C1CCCC1)CN2,20,24
COCCCn1c(SCC(=O)Nc2ccccc2C(F)(F)F)nc2ccccc2c1=O,7,49
CCN(CC)C(=O)CN1C(=O)N2CCN=C2c2ccccc21,8,-21
CCc1ccc(-c2csc3ncn(CC(=O)OC)c(=O)c23)cc1,8,-2
COc1ccc(C(=O)Nc2cc(-c3nc4ccccc4o3)ccc2Cl)cc1Br,11,6
Cc1ccc2oc(=O)n(CC(=O)NCCCc3ccccn3)c2c1,9,-48
COc1ccc(NC(=O)c2ccco2)cc1NC(=O)c1ccc(OC)c(OC)c1,13,16
CCN(CC)COC(=S)S,12,2
COc1ccc(S(=O)(=O)N(CC(=O)NCc2ccccn2)c2ccccc2)cc1OC,10,-6
O=C(CN1CCC(n2cnc3cccnc32)CC1)N1CCOCC1,3,0
C/C(=C\C(=O)c1cccnc1)NNC(=O)c1ccc(C)cc1,10,-11
COc1ccc(C(O)CN2CCC(O)(c3ccc(C(F)(F)F)cc3)CC2)cc1 (centres undefined),5,-33
# (list continues)
SMILES,PGE2 EP2 inh,EP2 modulator
O=C(NC1CCCC1)C(c1ccccc1Cl)N(Cc1cccnc1)C(=O)Cc1cccs1 (centres undefined),5,5
NC(=O)N/N=C1\CC[C@H](O)C[C@@H]1CC(=O)O,11,13
CC(C)c1cc2cccnc2n1CCc1noc(CN2CCC(O)CC2)n1,5,0
CCOC(=O)c1ccccc1NC(=O)CN1CCC(n2nnc3cc(F)ccc32)CC1,9,56
COc1cccc(CC(=O)NCCn2nc(-c3cccs3)ccc2=O)c1,1,3
COCCn1c(SCC(=O)Nc2cc(C)ccc2OC)nnc1-c1ccoc1C,6,-15
CC(=O)N1CCCc2cc(C(O)CN3CCN(c4ccc(C)cc4C)CC3)ccc21 (centres undefined),14,-22
CC(=O)C1=C(O)C(=O)N(CCCN2CCOCC2)C1c1ccccc1F (centres undefined),5,-4
COc1cc(C)c(C2C(C#N)=C(N)Oc3n[nH]c(C)c32)cc1C (centres undefined),15,-120
Nc1ccc(S(=O)(=O)N2CCCC(C(=O)O)C2)cc1 (centres undefined),10,12
Cc1sc(NC(=O)CSc2nc3c(c(=O)n(C)c(=O)n3C)n2C)c(C#N)c1C,17,2
CNC(=O)c1c(NC(=O)COc2cccc(C)c2C)sc2c1CCCC2,4,-4
CCOc1ccc(S(=O)(=O)N2CCN(C)CC2)cc1C,6,-5
Cc1cc(C)c2cc(CN(CCO)C(=S)NCC3CCCO3)c(=O)[nH]c2c1 (centres undefined),33,-26
CCOCCCNC(=O)CSc1nc(-c2ccc(F)cc2)nc2ccc(CC)cc12,15,52
CC(=O)Nc1ccc(C(=O)Nc2nncs2)cc1,12,7
Cc1ccc(NC(=S)N(Cc2cc3ccc(C)c(C)c3[nH]c2=O)C2CCCCC2)cc1,4,3
O=C(CSc1nnc2n(CC(=O)NC3CCCCC3)c3ccccc3n12)NC1CC1,5,-15
CCCN1C2CCCC1CC(NC(=O)Nc1ccc(C#N)cc1)C2 (centres undefined),5,-66
Cc1sc2nc(C(C)C)n(C3CCN(CC(=O)N(C)C)CC3)c(=O)c2c1C,2,-32
Cc1onc(C(=O)NC2(c3ccccc3)CCCC2)c1Cn1cccn1,5,7
COc1cc(OC)cc(C(=O)N(Cc2ccccc2Cl)Cc2cc3ccc(C)cc3[nH]c2=O)c1,5,-26
Cc1occc1-c1nnc(SCC(=O)Nc2ccc(N3CCCCC3)cc2)n1C,6,0
COc1ccc(C(c2nnnn2C2CCCC2)N2CCN(Cc3ccccc3)CC2)c(OC)c1 (centres undefined),10,-8
Cc1cc2c(C)ccc(C)c2nc1SCC(=O)NCc1ccccc1,8,42
O=C(O)CCSc1nnc(-c2ccccn2)o1,10,-27
COc1ccc(CN2CCC(CNC(=O)C3CCN(c4ncccn4)CC3)CC2)cc1,9,-92
CC(C)(C)c1csc(NC(=O)CSc2nc3sc4c(c3c(=O)[nH]2)CCCC4)n1,8,-63
CC(C)c1nnc(SCC(=O)Nc2ccccc2Cl)n1C,15,-1
c1cc(CN2CCCCC2)cc(OCCCNc2nc3ccccc3s2)c1,19&11,48
COc1cc2[nH]c(=O)c(C(=O)Nc3cccc(C)c3)c(O)c2cc1OC,36,-11
CS(=O)(=O)N(CC(=O)Nc1ccc2c(c1)OCO2)c1cccc(Cl)c1,12,-24
COc1ccc(C(=O)N2CCN(C(C)C)CC2)cc1,12,-5
COCCNc1c(-c2ccccc2)nc2cc(C)ccn12,7,8
C[C@@H](C[C@H](N)C(=O)O)C(=O)O,18,28
COC(=O)c1c(NC(=O)c2ccccc2F)sc(C(=O)N2CCCCC2)c1C,24,23
C[C@H](Cn1nnc2ccccc21)NC(=O)c1cnccn1,8,-9
CCn1c(SCC(=O)Nc2ccc(F)cc2)nnc1C(C)C,13,5
Cc1onc(-c2ccncc2)c1C(=O)N1CCC(C2CCCCC2)C1 (centres undefined),10,2
CCn1c(SCC(=O)Nc2cc(C)cc(C)c2)nnc1-c1ccco1,5,-14
COCCn1c(SCC(=O)N2CCc3ccccc32)nnc1-c1ccncc1,10,24
CC1Cc2cc(C(O)CN3CCN(Cc4ccc5c(c4)OCO5)CC3)ccc2O1 (centres undefined),5,-84
O=C(CN1C(=O)c2cccc3cccc1c23)Nc1ccc(Cl)c(Cl)c1,8,-51
COc1ccc(C(=O)Nc2nncs2)cc1S(=O)(=O)N1CCOCC1,8,0
Cc1ccc(/C=C/C(=O)c2cccs2)c(C)c1,11,0
CC1CCN(C(=O)CN2C(=O)C(C)(C)Oc3ccc(C(=O)NC4CC4)cc32)CC1,10,16
CCOc1ccc(CNc2n[nH]c3nc(C)cc(C)c23)cc1,6,-100
COc1ccc(C2CCN(CC(=O)NCc3ccc4c(c3)OCO4)CC2)cc1,6,-79

# One compound at a time, from the list above. Screens in order: PGE2 EP2 inh, EP2 modulator
# COc1ccc(C2CCN(CC(=O)NCc3ccc4c(c3)OCO4)CC2)cc1 is listed with 6, -79
# CCOc1ccc(CNc2n[nH]c3nc(C)cc(C)c23)cc1 is listed with 6, -100
# Cc1ccc(/C=C/C(=O)c2cccs2)c(C)c1 is listed with 11, 0
# COCCn1c(SCC(=O)N2CCc3ccccc32)nnc1-c1ccncc1 is listed with 10, 24
# COc1ccc(C(=O)Nc2nncs2)cc1S(=O)(=O)N1CCOCC1 is listed with 8, 0
